Screens from PubChem.
PI4K2A block – inhibitors of human PI4K2A; purified PI4K2A, ADP-Glo luminescence, 1 h; hits give low values; activity change, negative = inhibition, % at 76.9 µM; actives 0.13% (n = 420,000); AID 1346378; in the data active means activity change below about -50%; inconclusive means mostly about -30% to -49%;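 further: -100% = wells without enzyme as full effect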
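Compounds are screened against recombinant PI4K2A using PI as substrate and ATP, the latter dispensed at 300 microM. Reactions run one hour at ambient temperature before ADP-Glo detection; full inhibition defined by wells lacking enzyme.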
Pin1 inh – inhibitors of human Pin1; Potency, µM (doses to about 115 µM), without a hit: at the highest dose activity, negative = inhibition, usual class: inhibitors; actives 0.009% (n = 390,000); Pin1 FP peptide displacement, HiFluor488, 10 min; active means well fitted inhibition curve with a large enough effect in the polarisation, with a control signal flat, not every such curve was filed as active; inconclusive means small, poorly fitted or top-dose-only effect, or effect the other way, or a change in a side signal; inactive means no such curve, though single readings can be large or run the other way; the % refers to the polarisation; further: potency means the concentration at half of the fitted maximal effect; on the % scale 0 is the no-effect control and ±100 the full control effect
USP1-UAF1 inh – inhibitors of human USP1/UAF1 deubiquitinase; O94782; recombinant USP1/UAF1, Ub-Rhodamine cleavage fluorescence; Potency, µM (titrated, usually from 57.1 µM), inactives show top-dose activity change, negative = inhibition, actives largely listed as inhibitors; actives 0.23% (n = 390,000); AID 743255; further: potency means the concentration at half of the fitted maximal effect; on the % scale 0 is the no-effect control and ±100 the full control effect; nearly all actives have a fitted effect of over 60% in size; inactives centre near -12
Target sequence (O94782 whole entry, looked up): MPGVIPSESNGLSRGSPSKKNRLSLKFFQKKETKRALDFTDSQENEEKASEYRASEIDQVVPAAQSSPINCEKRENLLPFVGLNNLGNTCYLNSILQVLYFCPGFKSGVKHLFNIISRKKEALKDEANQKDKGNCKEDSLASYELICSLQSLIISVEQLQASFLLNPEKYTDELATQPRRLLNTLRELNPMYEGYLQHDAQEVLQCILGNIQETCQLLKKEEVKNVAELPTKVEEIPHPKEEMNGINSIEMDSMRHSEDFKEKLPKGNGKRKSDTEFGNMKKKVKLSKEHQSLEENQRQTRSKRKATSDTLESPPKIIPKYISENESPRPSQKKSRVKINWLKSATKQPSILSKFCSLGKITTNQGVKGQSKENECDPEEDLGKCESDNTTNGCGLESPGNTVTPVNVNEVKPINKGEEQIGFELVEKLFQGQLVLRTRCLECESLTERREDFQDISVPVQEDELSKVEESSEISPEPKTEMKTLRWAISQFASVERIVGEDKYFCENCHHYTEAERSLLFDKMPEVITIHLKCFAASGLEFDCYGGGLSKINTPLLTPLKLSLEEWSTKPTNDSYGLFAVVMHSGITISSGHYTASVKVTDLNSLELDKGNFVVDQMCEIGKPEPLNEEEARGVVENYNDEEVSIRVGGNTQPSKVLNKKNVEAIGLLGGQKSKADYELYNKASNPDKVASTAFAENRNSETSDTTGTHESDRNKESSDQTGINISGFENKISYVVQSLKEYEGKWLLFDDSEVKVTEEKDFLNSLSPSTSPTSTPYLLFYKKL
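USP1/UAF1 complex at 1 nM was preincubated with compound for 15 min at room temperature, then Ub-Rho substrate (150nM final) was added. Fluorescence (480/540 nm) was read kinetically, 6 reads every 60 seconds.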
HP1b chromo inh – blocks HP1-beta chromodomain binding to methylated histone tails; actives 0.56% (n = 390,000); AlphaScreen HP1-beta / biotin-H3K9me3 peptide binding; Potency, µM (titrated, usually from 114 µM), for inactives: top-dose activity change, negative = inhibition, most hits filed as inhibitors; P83916; AID 540317; further: potency means the concentration at half of the fitted maximal effect; nearly all actives have a fitted effect of over 70% in size; inactives centre near 23
Target sequence (P83916 whole entry, looked up): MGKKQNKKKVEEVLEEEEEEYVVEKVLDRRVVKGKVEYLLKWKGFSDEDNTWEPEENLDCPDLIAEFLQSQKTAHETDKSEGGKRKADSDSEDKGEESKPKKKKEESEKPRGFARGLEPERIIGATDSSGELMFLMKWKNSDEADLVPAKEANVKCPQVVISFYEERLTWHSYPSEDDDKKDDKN
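AlphaScreen: HP1-beta (50 nM) preformed 30 min with biotin-H3(1-18)K9me3 peptide (50 nM) in PBS pH 7.4, 0.01% Tween-20. Compound added for 30 min at RT, then streptavidin donor/nickel chelate acceptor beads (10 ug/mL) for 30 min.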
TrxR1 substrate – rat thioredoxin reductase 1 substrate activity; O89049; purified TrxR1 substrate turnover, NADPH consumption readout; Potency, µM (titrated, usually from 114 µM), for inactives: top-dose activity change, negative = substrate turnover; actives 0.01% (n = 390,000); AID 588456; further: potency means the concentration at half of the fitted maximal effect; on the % scale 0 is the no-effect control and ±100 the full control effect; nearly all actives have a fitted effect of over 50% in size
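Rat TrxR1, dispensed at 90 nM, was prereduced with 400 uM NADPH (final) for 5 min at ~22 deg C, then incubated with compound 15 min before 400 uM selenite. A first-read NADPH fluorescence drop versus no-compound background flagged substrates.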
Tb PGK inh – T. brucei PGK inhibition; P07378; PGK/GAPDH coupled, Kinase-Glo luminescence, 60 min; Potency, µM (titrated, usually from 57.5 µM), for the others: at the top dose activity change, negative = inhibition, hits mostly inhibitors; actives 0.043% (n = 380,000); AID 602233; further: potency means the concentration at half of the fitted maximal effect; on the % scale 0 is the no-effect control and ±100 the full control effect; nearly all actives have a fitted effect of over 60% in size
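Recombinant glycosomal PGK reaction used 1,3-bisphosphoglycerate generated in-well by GAPDH (100nM final) in 100mM TEA pH 7.6, 5mM MgCl2, 0.01% Tween-20. After 60 minutes at room temperature, ATP was read by Kinase-Glo Plus luminescence end-point.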
GLS inhibitor – blocks human kidney-isoform glutaminase activity. GLS enzymatic activity, qHTS titration. Potency, µM (titrated, usually from 45.5 µM), for inactives: top-dose activity change, negative = inhibition, actives largely listed as inhibitors. actives 0.21% (n = 410,000). AID 624170; further: potency means the concentration at half of the fitted maximal effect; on the % scale 0 is the no-effect control and ±100 the full control effect
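hKGA in 45 mM KH2PO4 pH 8.2, 0.02% Tween-20 with pin-transferred compounds; 1 mM L-glutamine (stock) plus glutamate oxidase/HRP/Amplex Red coupling added. Fluorescence read initially and after 30 min at RT.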
IDH1 R132H inh – blocks human mutant IDH1 R132H enzyme; O75874; IDH1-R132H enzyme, NADPH consumption, diaphorase/resazurin fluorescence; Potency, µM (top dose mostly 76.6 µM), inactives show at the highest dose activity change, negative = inhibition, usual class: inhibitors; actives 0.093% (n = 390,000); AID 602179; further: potency means the concentration at half of the fitted maximal effect; on the % scale 0 is the no-effect control and ±100 the full control effect; nearly all actives have a fitted effect of over 65% in size
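IDH1-R132H (0.5 ug/mL) preincubated 30 min with compound, then NADPH (0.016 mM) and alpha-KG (2 mM) added; 80 min at RT, pH 7.5. Remaining NADPH coupled via diaphorase/resazurin to fluorescence (540/590 nm); concentration-response curves normalized to no-enzyme control.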
rTrxR1 inhibitor – blocks rat thioredoxin reductase 1; AID 588453; recombinant rTrxR1, NADPH fluorescence consumption, selenite substrate; actives 1% (n = 390,000); Potency, µM (titrated, usually from 114 µM), without a hit: at the highest dose activity change, negative = inhibition, most hits filed as inhibitors; further: potency means the concentration at half of the fitted maximal effect; on the % scale 0 is the no-effect control and ±100 the full control effect; nearly all actives have a fitted effect of over 65% in size
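Rat TrxR1 (90 nM in the dispensed reagent) was pre-reduced with 400 uM NADPH for 5 min at room temperature, then incubated with compound for 15 min. After 400 uM selenite was added, NADPH fluorescence (Ex 340/Em 450 nm) was followed for 8 min.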
The depositor's hits bear a star; i = inactive; ? = inconclusive; . = not tested or not shown; [ ] = remark or other dose. Unless noted, the call rests on the fitted dose curve; in most records, active means well fitted curve in the direction sought with a large enough effect; inconclusive means small, poorly fitted or top-dose-only effect, or another doubt; inactive means no such curve, though single readings can be large; an effect the other way counts as inactive or inconclusive.

cpd	molecule	PI4K2A block	Pin1 inh	USP1-UAF1 inh	HP1b chromo inh	TrxR1 substrate
1	CC[C@H](C)[C@H]1O[C@]2(CC[C@@H]1C)C[C@@H]1C[C@@H](CC=C(C)[C@@H](O[C@H]3C[C@H](OC)[C@@H](O[C@H]4C[C@H](OC)[C@@H](O)[C@H](C)O4)[C@H](C)O3)[C@@H](C)C=CC=C3CO[C@@H]4[C@H](O)C(C)=C[C@@H](C(=O)O1)[C@]34O)O2	-3	2%	-23%	8%	-2%
2	COc1ccc(C)cc1NS(=O)(=O)c1cn(C)c(=O)n(C)c1=O	1	0%	-19%	26%	8%[57.1 µM]
3	Cn1c2c(c(=O)n(C)c1=O)NC1(N2)C(=O)Nc2ccccc21 (centres undefined)	-6	?	?	18%	14%
4	Cc1ccccc1S(=O)(=O)Cc1ccc(C(=O)N2CC(C)CC(C)C2)o1 (centres undefined)	-1	-2%	-21%	38%	3%
5	CNC(=O)[C@@]1(Cc2ccccc2)C=C[C@@H](C)N1C(=O)OC	1	0%	-18%	36%	4%[57.1 µM]
6	CC1CC(C)(C)CC2(C1)NC(=O)N(CC(=O)Nc1cc(C(F)(F)F)ccc1N1CCCCC1)C2=O (centres undefined)	3	15%	-19%	30%	-15%
7	CCCCN(CC)C(=O)c1ccc(Cl)cc1	3	4%	-8%	34%	0%
8	Cc1ccc(S(=O)(=O)N(C)C)cc1-n1c(SCC(=O)Nc2ccccc2)nc2ccccc2c1=O	0	14%	-13%	42%[activator]	2%

cpd	Tb PGK inh	GLS inhibitor	IDH1 R132H inh	rTrxR1 inhibitor
1	10%	-7%	-10%	-12%
2	0%	16%	1%	7%[57.1 µM]
3	-9%	-6%	-3%	-1%[57.1 µM]
4	0%	-6%	-6%	-12%
5	0%	-3%	-14%	16%[57.1 µM]
6	5%	10%	-18%	-24%
7	0%	1%	-11%	-24%
8	i	13%	1%	11%

Additional entries
cpd	molecule	PI4K2A block	Pin1 inh	USP1-UAF1 inh	HP1b chromo inh	TrxR1 substrate
9	COc1cc(NC(=O)CNc2cccc(S(=O)(=O)N3CCOCC3)c2)cc(OC)c1	3	-3%	-1%	3%	-13%
10	Cc1ccc(-c2nc(C(=O)NCC3CCCO3)cc3c2[nH]c2ccccc23)cc1 (centres undefined)	-3	26%	-6%	10%	42%[activator]
11	Cc1c(C)n(C(=O)CN2CCC(C(N)=O)CC2)c2ccccc12	-4	-2%	4%	32%	-2%[57.1 µM]
12	COc1ccc(-n2nnnc2Sc2ccc(S(=O)(=O)N3CCOCC3)cn2)cc1	4	2%	-4%	?	-11%
13	CC(C)c1ccc(S(=O)(=O)c2cnc(SCC(=O)Nc3ccc4c(c3)OCCO4)[nH]c2=O)cc1	-4	?	-26%	23%	0%
14	CN(C)C(=C(C#N)C#N)N1CCN(c2ccc(Cl)c(Cl)c2)CC1	0	3%	-21%	22%	-3%
15	O=C(Nc1ccccc1)c1cccnc1NCCc1ccccc1	3	8%	-16%	122%[activator]	3%[57.1 µM]
16	COc1cccc(CN(c2ccc3c(c2)CCC3)S(=O)(=O)c2ccc(-n3cnnn3)c(OC)c2)c1	0	-1%	-24%	9%	2%[57.1 µM]

cpd	Tb PGK inh	GLS inhibitor	IDH1 R132H inh	rTrxR1 inhibitor
9	-3%	0%	-3%	-8%
10	3%	9%	-6%	49%[activator]
11	2%	-1%	-3%	-18%[57.1 µM]
12	0%	1%	7%	-29%
13	-5%	-1%	?	32%[2.29 µM]
14	2%	0%	3%	2%
15	-6%	-7%	-4%	-2%
16	-10%	-4%	3%	2%[57.1 µM]

Results in TrxR1 substrate, PI4K2A block and rTrxR1 inhibitor, for some of the entries so far:
cpd	molecule	TrxR1 substrate	PI4K2A block	rTrxR1 inhibitor
4	Cc1ccccc1S(=O)(=O)Cc1ccc(C(=O)N2CC(C)CC(C)C2)o1 (centres undefined)	3%	-1	-12%
5	CNC(=O)[C@@]1(Cc2ccccc2)C=C[C@@H](C)N1C(=O)OC	4%[57.1 µM]	1	16%[57.1 µM]

Later entries:
cpd	molecule	PI4K2A block	Pin1 inh	USP1-UAF1 inh	HP1b chromo inh	TrxR1 substrate
17	O=C(O)c1ccc([N+](=O)[O-])c(CS(=O)(=O)c2ccc(Cl)cc2)c1	1	0%	-21%	80%[activator]	12%
18	Cc1ccccc1C(=O)NC(CC(C)C)C(=O)Nc1cccc(S(=O)(=O)N(C)C)c1 (centres undefined)	-5	1%	-4%	17%	-3%[57.1 µM]
19	O=C(CN1CCN(C(=O)C2CCCO2)CC1)Nc1cc(C(F)(F)F)ccc1Cl (centres undefined)	-2	2%	-5%	24%	-11%
20	O=[N+]([O-])c1cccnc1NCCc1ccccc1	3	-7%	-8%	18%	1%
21	Cc1ccc(OCCNC(=O)c2ccccc2F)cc1	-5	0%	-6%	16%	10%[57.1 µM]
22	O=C(O)C1(NS(=O)(=O)c2ccc(Cl)cc2)CCCCC1	-1	-9%	-13%	26%	8%
23	COc1ccc2c(c1)C(=O)N(c1ccccc1OC)C(=O)C2	-3	13%	?	42%	-4%
24	COc1ccc(-c2cc(C(F)(F)F)n3nc(C(=O)NCc4ccco4)cc3n2)cc1	-1	2%	?	25%	57%[activator]

cpd	Tb PGK inh	GLS inhibitor	IDH1 R132H inh	rTrxR1 inhibitor
17	-1%	2%	6%	29%
18	-8%	6%	8%	-1%[57.1 µM]
19	1%	7%	0%	-17%
20	i	3%	0%	-6%
21	-10%	-6%	1%	16%[57.1 µM]
22	7%	0%	2%	14%
23	5%	2%	1%	-13%
24	-9%[11.5 µM]	3%	1%	53%[activator]

The list continues:
cpd	molecule	PI4K2A block	Pin1 inh	USP1-UAF1 inh	HP1b chromo inh	TrxR1 substrate
25	Cc1nc2c(c(=O)c3ccccc3n2C)c(=O)n1C1CCCCCC1	2	?	4%	10%	7%[57.1 µM]
26	COC(=O)Cc1ccc(NC(=S)NCc2ccco2)cc1	1	-2%	-4%	10%	-7%[57.1 µM]
27	CC1=C(C(=O)N2CCOCC2)CC(CC(=O)NCCCN(C)C)C(=O)N1CCC1=CCCCC1 (centres undefined)	1	.	-19%	.	.
28	COc1ccc(S(=O)(=O)N2Cc3ccccc3CC2C(=O)Nc2cc(Cl)ccc2Cl)cc1 (centres undefined)	-1	19%	-12%	25%	0%
29	Cc1[nH]c(C)c(S(=O)(=O)N2CCN(c3ccccc3)CC2)c1C(=O)N1CCCCC1	-1	-9%	-8%	46%[activator]	0%
30	O=P(c1ccccc1)(c1ccccc1)C(O)c1ccc(Br)cc1 (centres undefined)	7	-1%	-16%	32%	5%
31	O=C(NCCc1ccccc1)c1cc2sccc2n1Cc1ccc(F)cc1	-6	0%	-12%	26%	-3%
32	COc1cc(CNCCc2ccccc2)ccc1OCC(=O)NC(C)(C)C	0	-8%	-10%	25%	3%

cpd	Tb PGK inh	GLS inhibitor	IDH1 R132H inh	rTrxR1 inhibitor
25	i	-3%	4%	1%[57.1 µM]
26	-1%	0%	13%	-14%[57.1 µM]
27	1%	2%	-6%	.
28	-4%	-1%	25%	19%
29	-2%	-16%	1%	22%
30	-4%	-4%	1%	20%
31	-2%	-4%	-3%	-7%
32	1%	4%	0%	13%

Some of these compounds in order of count of non-hydrogen atoms, ascending.
cpd	molecule	PI4K2A block	Pin1 inh	USP1-UAF1 inh	HP1b chromo inh	TrxR1 substrate
3	Cn1c2c(c(=O)n(C)c1=O)NC1(N2)C(=O)Nc2ccccc21 (centres undefined)	-6	?	?	18%	14%
4	Cc1ccccc1S(=O)(=O)Cc1ccc(C(=O)N2CC(C)CC(C)C2)o1 (centres undefined)	-1	-2%	-21%	38%	3%
9	COc1cc(NC(=O)CNc2cccc(S(=O)(=O)N3CCOCC3)c2)cc(OC)c1	3	-3%	-1%	3%	-13%

cpd	Tb PGK inh	GLS inhibitor	IDH1 R132H inh	rTrxR1 inhibitor
3	-9%	-6%	-3%	-1%[57.1 µM]
4	0%	-6%	-6%	-12%
9	-3%	0%	-3%	-8%

Other entries:
cpd	molecule	PI4K2A block	Pin1 inh	USP1-UAF1 inh	HP1b chromo inh	TrxR1 substrate
33	O=C(CSc1nccc(=O)[nH]1)NCc1ccc2c(c1)OCO2	4	-6%	-7%	25%	-2%
34	Cc1cc(C(=O)N/N=C/c2cc(N=Nc3ccccc3)ccc2O)n[nH]1	-3	?	?	5%	-7%
35	COc1ccc(N(CC(=O)Nc2ccc(C)cc2C)S(=O)(=O)c2ccccc2[N+](=O)[O-])c(OC)c1	0	0%	-11%	4%	-1%[57.1 µM]
36	CC(CC(=O)NC(C)c1ccc2c(c1)OCCO2)c1ccccc1 (centres undefined)	1	7%	-17%	19%	-6%
37	COc1ccc(C2C(C(C)=O)=C(O)C(=O)N2c2ccc(O)cc2)cc1 (centres undefined)	8	-11%	-12%	22%	-16%
38	CC(C)(C)OC(=O)NCCCC[C@H](NC(=O)c1nc[nH]c1C(=O)NC(c1ccccc1)c1ccccc1)C(=O)OC(C)(C)C	-11	0%	4%	23%	-12%

cpd	Tb PGK inh	GLS inhibitor	IDH1 R132H inh	rTrxR1 inhibitor
33	-2%	6%	0%	3%
34	-10%	0%	5%	-5%
35	-5%	0%	7%	22%[57.1 µM]
36	i	-6%	2%	1%
37	-4%	14%	12%	-13%
38	5%	-4%	-15%	6%

This is a subset, so the mix of outcomes need not match the whole.
